Compound activity (PubChem BioAssay)
HT1080NT lethal – qHTS for induction of synthetic lethality in tumor cells producing 2HG: qHTS for the HT-1080-NT fibrosarcoma cell line | HT-1080-NT fibrosarcoma viability, CellTiter-Glo ATP luminescence, 48 h | Potency, µM (top dose mostly 46.1 µM), for inactives: at the highest dose activity, negative = less viability, hits mostly cytotoxic | hit rate 1.6% among 360,000;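 further: NT is the 2HG producing partner of a matched IDH1 knockdown line; potency means the concentration at half of the fitted maximal effect; 0% = DMSO-treated cells and -100% = media-only wells without cells; nearly all actives have a fitted effect of over 55% in size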
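HT-1080-NT; 750 cells/well; 5% FBS RPMI; 48 h compound, 37 degrees C; CellTiter-Glo luminescence; curve fitting and curve-class assignment.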
ATXN viability – Viability Counterscreen for Primary qHTS for Inhibitors of ATXN expression; S2 cells (HEK-293 line with an ATXN2-luciferase reporter) viability, CellTiter-Fluor protease fluorescence, 24 h; hit rate 0.49% among 400,000; Potency, µM (series often up to 56.7 µM), actives largely listed as cytotoxic; further: potency means the concentration at half of the fitted maximal effect; nearly all actives have a fitted effect of over 40% in size
SW480 rerep – A quantitative high throughput screen for small molecules that induce DNA re-replication in SW480 colon adenocarcinoma cells; Potency, µM (series often up to 46.1 µM), without a hit: at the top dose re-replication activation, actives largely listed as activators; SW480 DNA re-replication, Hoechst DNA content imaging, 48 h; hit rate 1.8% among 340,000; further: potency means the concentration at half of the fitted maximal effect; % of control where 0% means no effect; nearly all actives have a fitted effect of over 55% in size
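Per well, 250 cells were exposed to pinned compound for 48 hr. Nuclear DNA was visualised with Hoechst (40 min, 37 C) and total object intensity recorded by fluorescence scanning.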
HT1080 IDH1KD tx – qHTS for induction of synthetic lethality in tumor cells producing 2HG: qHTS for the HT-1080-IDH1KD cell line; Potency, µM (doses to about 46.1 µM), for the others: at the highest dose activity, negative = toxicity, actives largely listed as cytotoxic; hit rate 2% among 360,000; HT-1080 IDH1 knockdown viability, ATP luminescence, 48 h;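 further: potency means the concentration at half of the fitted maximal effect; 0% = DMSO wells and -100% = cell-free medium wells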
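HT-1080-IDH1KD cells (IDH1 knocked down), 750/well in RPMI with 5% FBS, treated with compound 48 h at 37 degrees C. Viability by CellTiter-Glo luminescence, normalised to DMSO and no-cell wells; concentration-response curves classed.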
KB-3-1 tox – qHTS assay for MDR1-selective chemotherapeutics: Primary screen using the parental adenocarcinoma cell KB-3-1; hit rate 1.4% among 400,000; KB-3-1 viability, CellTiter-Glo ATP luminescence, 72 h; Potency, µM (titrated, usually from 46.1 µM), for the others: at the top dose activity change, negative = cytotoxic, most hits filed as cytotoxic; further: potency means the concentration at half of the fitted maximal effect; on the % scale 0 is the no-effect control and ±100 the full control effect; nearly all actives have a fitted effect of over 60% in size
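Luminescent ATP read-out (CellTiter-Glo) measures survival of drug-naive KB-3-1 cells after 72 h compound exposure at 37 °C. Titration series was screened from lowest to highest concentration, with DMSO vehicle plates as background controls.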
KB-V1 cytotox – qHTS assay for MDR1-selective chemotherapeutics: Primary screen using the drug-selected MDR subline cells KB-V1; KB-V1 MDR cells viability, CellTiter-Glo, 72 h; Potency, µM (series often up to 46.1 µM), for inactives: at the top dose activity change, negative = cytotoxicity, most hits filed as cytotoxic; hit rate 3.4% among 400,000; further: potency means the concentration at half of the fitted maximal effect; on the % scale 0 is the no-effect control and ±100 the full control effect; nearly all actives have a fitted effect of over 60% in size
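Following 72 h at 37 degrees C with compound, KB-V1 cell viability was read by CellTiter-Glo luminescence, medium being phenol-red-free DMEM plus 10% FBS; concentration-response parameters came from normalized, curve-fitted qHTS data.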
ATXN2 expr inh – Primary qHTS for Inhibitors of ATXN expression. HEK-293 ATXN2-luciferase reporter, luminescence, 24 h. Potency, µM (series often up to 57 µM), for the others: top-dose activity change, negative = inhibition, hits mostly inhibitors. hit rate 0.72% among 360,000; further: potency means the concentration at half of the fitted maximal effect; on the % scale 0 is the no-effect control and ±100 the full control effect; nearly all actives have a fitted effect of over 55% in size
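ATXN2-luciferase reporter cells (luciferase flanked by upstream and downstream ATXN2 gene portions) were treated 24 h at 37 °C with compounds at up to 57 uM. SteadyGlo luminescence gave expression; GF-AFC fluorescence gave viability.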
IL1B secr inh – qHTS for Inhibitors of Inflammasome Signaling: IL-1-beta AlphaLISA Primary Screen; THP-1 LPS/ATP IL-1B secretion, AlphaLISA, 16 h; active compounds read low; activity change, % at 57.5 µM; hit rate 4.7% among 360,000; in the data active means activity change below about -50%; inconclusive means mostly about -30% to -49%; further: on the % scale 0 is the no-effect control and ±100 the full control effect
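THP-1 cells pretreated 1 hr with compounds (up to 57.5 uM final), then stimulated with LPS (250 ng/mL final) plus ATP (1.25 mM final); secreted IL-1B measured by AlphaLISA after 16 hr, decreased signal indicating inhibition.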
MCF10A rerep – A quantitative high throughput screen for small molecules that induce DNA re-replication in MCF 10a normal breast cells. MCF 10A DNA re-replication, Hoechst nuclear intensity, 48 h. Potency, µM (top dose mostly 46.1 µM), without a hit: at the top dose activity, positive = re-replication, actives largely listed as activators. hit rate 2.9% among 350,000. AID 624296, 2012; further: potency means the concentration at half of the fitted maximal effect; % of control where 0% means no effect; nearly all actives have a fitted effect of over 50% in size
Active calls of the source: *; i = inactive; u = inconclusive; x = no result given; & = joins results of further samples; [ ] = remark or other dose. Unless noted, the call rests on the fitted dose curve; in most records, active means well fitted curve in the direction sought with a large enough effect; inconclusive means small, poorly fitted or top-dose-only effect, or another doubt; inactive means no such curve, though single readings can be large; an effect the other way counts as inactive or inconclusive.

SMILES	HT1080NT lethal	ATXN viability	SW480 rerep	HT1080 IDH1KD tx	KB-3-1 tox	KB-V1 cytotox	ATXN2 expr inh	IL1B secr inh	MCF10A rerep
Cc1cccc(OCC(=O)Nc2nc3ccc([N+](=O)[O-])cc3s2)c1C	13%	i	u	7%	19%	-1%	0%	-9	27%
O=C1CN(C(=O)c2ccc(S(=O)(=O)N3CCCC3)cc2)C(c2ccccc2)c2cc(Br)ccc2N1 (stereo unspecified)	x	u	x	x	u	-4%	-15%	x	x
COCc1cc(C)nc2c1C(=O)NC(c1ccc(C)cc1)N2Cc1ccccc1 (stereo unspecified)	x	i	x	x	14%	4%	-6%	x	x
Cc1nc(Cl)cc(CS(=O)(=O)c2ccc(Cl)cc2)n1	12%	u	-18%	1%	-1%	11%	u	2	-6%
O=C(Nc1nc(-c2ccco2)c(-c2ccco2)s1)c1ccco1	-9%	u	-10%	-13%	1%	-4%	12%	-77*	u
COc1cc(OC)c(NC(=O)/C=C/C(=O)O)cc1Cl	12%	i	u	10%	-10%	1%	-15%	x	-19%
O=C(/C=C/c1cccc([N+](=O)[O-])c1)NCCN1C(=O)S/C(=C\c2cccnc2)C1=O	u	i	6%	-25%	-14%	-14%	7%[11.3 µM]	-9	-3%
COC(=O)c1c(NC(=O)CSc2nc3nc(C)cc(C)n3n2)sc(C)c1C	5%	i	-9%	1%	-7%	-9%	-18%	30	-5%
CCN(CC)c1ccc(NC(=O)c2ccc(S(=O)(=O)N3CCOCC3)cc2)cc1	-1%	i	8%	2%	-2%	9%	-3%	-51*	u
COC(=O)c1ccc(N2C(=O)CC(N3CCN(c4ccccc4)CC3)C2=O)cc1 (stereo unspecified)	14%	i	-11%	17%	3%	10%	-11%	15	-2%
CC(C)CSc1nsc(N)n1	-5%	i	-1%	4%[9.24 µM]	6%	3%	67%[activator]	8	15%
CCCCC(=O)Nc1ccc(C(=O)NCc2ccncc2)cc1	8%	i	-2%	10%	14%	-14%	6%	-2	3%
CCNC(=S)NNC(=O)c1cccn(Cc2ccc(Cl)cc2)c1=O	-6%	i	-5%	-1%	1%	u	0%	-13	-8%
NC(=O)C1CC(=O)N(c2ccc(OCC(=O)Nc3ccc(F)cc3)cc2)C1 (stereo unspecified)	8%	i	-1%	2%	3%	19%	x	8	6%
Cc1cc(Nc2ccccc2)nc(N)n1	-4%	i	-3%	28%	u	-4%	5%	5	1%
Cc1nc(Cc2nnc(SCC(=O)N3CCN(c4ccccc4)CC3)o2)cs1	3%	u	2%	1%	1%	-23%	-1%	-6	1%
CC1CCCC(C)N1CC(O)COc1ccc(Cl)cc1 (stereo unspecified)	-1%	i	1%	-1%	-2%	-13%	-5%	u	3%
C=CCn1c(N)cc(=O)nc1SCC(=O)Nc1ccc(C)cc1	7%	i	-4%	13%	43%	2%	-7%	13	-1%
Cc1ccc(N2C(=O)c3ccccc3C2(O)c2ncc[nH]2)cc1 (stereo unspecified)	13%	i	-9%	10%	5%	8%	-4%	14	3%
CO[C@H]1CN(C)C(=O)c2cc(NC(=O)c3cc(C)on3)ccc2OC[C@@H](C)N(C(=O)C2CC2)C[C@H]1C	18%	x	x	12%	17%	-1%	x	-5	x
COc1ccccc1-n1c(N)c(C(N)=O)sc1=S	-6%	i	1%	-5%	-4%	-7%	1%	4	4%
Cn1c(C(=O)c2ccncc2)cc2ccccc21	-5%	i	3%	-4%	-2%	-3%	x	u	5%
Cc1ccc(Nc2nnns2)cc1C	-4%	i	6%	-2%	0%	0%	-9%	-29	2%
Cc1ccc(C2(C)NC(=O)N(CC(=O)NC(C)c3ccccc3)C2=O)cc1 (stereo unspecified)	-4%	i	4%	-3%	0%	3%	11%	-1	22%
C[C@H]1CCC(=O)N(CCSc2ccc(Br)cc2)CC1	10%	i	-5%	15%	-2%&-29%	u	4%	-2	1%
The results go on.
SMILES	HT1080NT lethal	ATXN viability	SW480 rerep	HT1080 IDH1KD tx	KB-3-1 tox	KB-V1 cytotox	ATXN2 expr inh	IL1B secr inh	MCF10A rerep
COc1cccc(/C=C/C(=O)OCC(=O)Nc2nnc(-c3ccccc3)o2)c1	-28%	i	-60%	u	8%	2%	5%	22	-3%
CCOc1ccccc1CNC(=O)C1CCN(S(=O)(=O)c2ccc3c(ccn3C)c2)CC1	x	i	x	x	1%	-2%	15%	x	x
CCN1C(=O)C(CC(=O)Nc2ccc(OC)cc2)N(CCc2ccc(OC)cc2)C1=S (stereo unspecified)	-26%	i	4%	1%	u	u	-24%	-86*	u
OC[C@@H]1CN(Cc2ccc(-c3ccccc3)cc2)C[C@H](n2cnc3c(N4CCOCC4)ncnc32)O1	18µM*	u	x	21µM*	0%	1%	u	-27	x
COc1cc(OC)c(OC)cc1/C=N/NC(=O)CC1C(=O)NN=C1C (stereo unspecified)	12%	i	-9%	19%	9%	u	-13%	-2	-1%
COc1ccccc1-c1cn(CC[C@H]2CC[C@@H](NS(=O)(=O)c3ccccc3C)[C@@H](CO)O2)nn1	-2%	x	x	1%	-5%	-32%	x	-8	x
COc1cc(C2N(c3cc(C)on3)C(=O)C3CCCN32)cc(OC)c1OC (stereo unspecified)	-2%	i	-6%	-3%	-3%	16%	4%	-2	4%
O=C(NC(=S)Nc1ccc(Cl)cn1)C(c1ccccc1)c1ccccc1	2%	i	u	6%	18µM*	u	u	1	15µM*
O=C(NCc1cccc(Cl)c1)C1CCCO1 (stereo unspecified)	12%	u	-6%	4%	-14%	5%	-19%	16	0%
CCCc1c(C(=O)Nc2cc(C)on2)cnn1-c1ccccc1	18%	i	u	5%	-4%	-11%	-12%	7	43%
COc1cc(C2C(C#N)=C(N)N(N(C)C)C3=C2C(=O)CC(C)(C)C3)ccc1O (stereo unspecified)	3%	i	3%	11%	15%	-9%	-6%	-10	-5%
OCC1CCCCN1C(=S)NCc1ccco1 (stereo unspecified)	10%	i	-7%	9%	0%	-7%	x	8	1%
CCN(CC)CCCNC(=O)c1nn(-c2ccc(OC)cc2OC)c(=O)c2ccccc12	10%	i	-3%	13%	7%	0%	-5%	21	-1%
CC(C)OC(=O)CSc1nnc(-c2cccnc2)n1Cc1ccccc1	3%	i	0%	-1%	7%	21µM*	13%	-8	0%
Cc1coc2cc3oc(=O)c(CCC(=O)NCc4ccc(Cl)cc4)c(C)c3cc12	x	i	x	x	-1%	u	0%	x	x
COc1cc(OC)cc(-c2c(-c3cccs3)c3cc(-c4ccc5c(c4)OCCO5)ccc3n2C)c1	1%	i	-2%	5%	-11%	3%	-3%	-5	u
COc1ccc(-c2cn3ccc(C)cc3n2)cc1	-9%	i	20%	-26%	u	u	x	31	8%
CNC(=O)C12CC3CC(C1)CC(c1ccc(C)cc1)(C3)C2	-1%	i	-4%	1%	5%	13%	30%	4	12%

Part of the list above in order of heavy-atom count, lowest first.
SMILES	HT1080NT lethal	ATXN viability	SW480 rerep	HT1080 IDH1KD tx	KB-3-1 tox	KB-V1 cytotox	ATXN2 expr inh	IL1B secr inh	MCF10A rerep
O=C(NCc1cccc(Cl)c1)C1CCCO1 (stereo unspecified)	12%	u	-6%	4%	-14%	5%	-19%	16	0%
OCC1CCCCN1C(=S)NCc1ccco1 (stereo unspecified)	10%	i	-7%	9%	0%	-7%	x	8	1%
COc1ccc(-c2cn3ccc(C)cc3n2)cc1	-9%	i	20%	-26%	u	u	x	31	8%
CNC(=O)C12CC3CC(C1)CC(c1ccc(C)cc1)(C3)C2	-1%	i	-4%	1%	5%	13%	30%	4	12%
CCCc1c(C(=O)Nc2cc(C)on2)cnn1-c1ccccc1	18%	i	u	5%	-4%	-11%	-12%	7	43%
COc1cc(OC)c(OC)cc1/C=N/NC(=O)CC1C(=O)NN=C1C (stereo unspecified)	12%	i	-9%	19%	9%	u	-13%	-2	-1%
CC(C)OC(=O)CSc1nnc(-c2cccnc2)n1Cc1ccccc1	3%	i	0%	-1%	7%	21µM*	13%	-8	0%
COc1cc(C2N(c3cc(C)on3)C(=O)C3CCCN32)cc(OC)c1OC (stereo unspecified)	-2%	i	-6%	-3%	-3%	16%	4%	-2	4%
COc1cccc(/C=C/C(=O)OCC(=O)Nc2nnc(-c3ccccc3)o2)c1	-28%	i	-60%	u	8%	2%	5%	22	-3%
Cc1coc2cc3oc(=O)c(CCC(=O)NCc4ccc(Cl)cc4)c(C)c3cc12	x	i	x	x	-1%	u	0%	x	x
CCN1C(=O)C(CC(=O)Nc2ccc(OC)cc2)N(CCc2ccc(OC)cc2)C1=S (stereo unspecified)	-26%	i	4%	1%	u	u	-24%	-86*	u
CCOc1ccccc1CNC(=O)C1CCN(S(=O)(=O)c2ccc3c(ccn3C)c2)CC1	x	i	x	x	1%	-2%	15%	x	x
COc1ccccc1-c1cn(CC[C@H]2CC[C@@H](NS(=O)(=O)c3ccccc3C)[C@@H](CO)O2)nn1	-2%	x	x	1%	-5%	-32%	x	-8	x
COc1cc(OC)cc(-c2c(-c3cccs3)c3cc(-c4ccc5c(c4)OCCO5)ccc3n2C)c1	1%	i	-2%	5%	-11%	3%	-3%	-5	u
OC[C@@H]1CN(Cc2ccc(-c3ccccc3)cc2)C[C@H](n2cnc3c(N4CCOCC4)ncnc32)O1	18µM*	u	x	21µM*	0%	1%	u	-27	x
